Source: PubChem
NCF1 inh = p47phox/p22phox peptide binding inhibitors, primary screen, biochemical, uHTS, NADPH oxidase regulatory subunit; Neutrophil cytosol factor 1 (Homo sapiens), P14598; fluorescence polarization, 2 h; AID 1274, 2008; inhibition, % at 24.7 µM; 220,000 tested, 0.53% active;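 active = inhibition above about 30%, limit read from the data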;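 also: 0% = p47phox with labelled peptide and 100% = labelled peptide alone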
Target sequence (P14598 whole entry, looked up): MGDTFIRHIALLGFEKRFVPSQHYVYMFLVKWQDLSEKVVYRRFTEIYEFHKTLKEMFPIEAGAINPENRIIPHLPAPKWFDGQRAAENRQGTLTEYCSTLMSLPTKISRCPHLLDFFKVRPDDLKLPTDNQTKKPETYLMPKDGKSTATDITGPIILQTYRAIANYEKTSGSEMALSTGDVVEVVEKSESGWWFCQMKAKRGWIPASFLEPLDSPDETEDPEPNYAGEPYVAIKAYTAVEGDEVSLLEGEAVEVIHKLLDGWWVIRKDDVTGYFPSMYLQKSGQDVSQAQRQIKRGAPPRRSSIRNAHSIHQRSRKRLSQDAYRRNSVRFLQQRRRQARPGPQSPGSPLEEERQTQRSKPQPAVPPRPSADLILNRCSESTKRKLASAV
S1P4 agonist = S1P4 receptor agonists, primary screen, cell-based; Sphingosine 1-phosphate receptor 4 (Homo sapiens), O95977; S1P4-expressing cell line, agonist reporter assay; activation, % at 4.98 µM; 220,000 tested, 0.35% active; AID 1509, 2009; in the data active = activation above about 11%;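 also: 0% = DMSO vehicle and 100% = reference agonist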
Target sequence (O95977 whole entry, looked up): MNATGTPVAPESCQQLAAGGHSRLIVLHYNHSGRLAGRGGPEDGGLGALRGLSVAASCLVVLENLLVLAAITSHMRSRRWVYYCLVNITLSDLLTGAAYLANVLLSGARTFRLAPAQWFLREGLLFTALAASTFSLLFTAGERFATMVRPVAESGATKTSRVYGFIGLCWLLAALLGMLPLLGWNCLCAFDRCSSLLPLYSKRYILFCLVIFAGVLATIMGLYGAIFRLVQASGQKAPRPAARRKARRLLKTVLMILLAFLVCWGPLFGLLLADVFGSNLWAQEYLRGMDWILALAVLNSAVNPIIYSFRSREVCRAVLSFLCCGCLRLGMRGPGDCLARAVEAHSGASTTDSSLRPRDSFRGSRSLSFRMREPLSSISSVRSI
S1P4 antag = S1P4 receptor antagonists, primary screen, cell-based | Sphingosine 1-phosphate receptor 4 (Homo sapiens), O95977 | S1P4-expressing cells, antagonist mode, reporter read-out | inhibition, % at 4.98 µM | 220,000 tested, 0.26% active; in the data active = inhibition above about 29%;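 also: 0% = wells stimulated with agonist and 100% = vehicle wells without agonist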
NPY Y1 blocker = NPY-Y1 receptor antagonists, primary screen, cell-based; Neuropeptide Y receptor type 1 (Homo sapiens), P25929; HEK293-CNG Y1 cells, membrane potential fluorescence; NPY at EC95, then isoproterenol; inhibition, % at 3.6 µM; 200,000 tested, 1% active;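 active = inhibition above the campaign mean inhibition of all tested compounds plus 3 SD, cut at about 20% in these data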;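 also: 0% = DMSO wells given NPY plus isoproterenol and 100% = isoproterenol alone without NPY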
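Material: HEK293 Y1/CNG channel cell line | Also added: NPY (25 nM), isoproterenol (1 µM), Ro 20-1724 (25 µM) | Compound: One concentration, 3.6 µM, in 0.4% DMSO | Schedule: 3 h dye uptake, 1 h room-temperature compound, 45 min post-isoproterenol | Signal: Membrane-potential fluorescent dye readout | Read-out: % inhibition of NPY effect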
NPY-Y1 PAM-ag = NPY-Y1 receptor potentiators or agonists, primary screen, cell-based; NPY-Y1 expressing cells, potentiator/agonist activation; activation, % at 3.6 µM; 220,000 tested, 0.37% active; in the data active = activation above about 33%, passing the limit was not always enough;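 also: cells stimulated with NPY at EC10 then isoproterenol at EC100; 0% = low agonist plus stimulus and 100% = saturating agonist plus stimulus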
NPY2 pot ag = NPY-Y2 potentiators or agonists, primary screen, cell-based. Neuropeptide Y receptor type 2 (Homo sapiens), P49146. cells expressing NPY-Y2, potentiator/agonist read-out. activation, % at 3.6 µM. 220,000 tested, 0.45% active; in the data active = activation above about 27%;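 also: cells stimulated with NPY near EC25 plus isoproterenol at EC100; 0% = vehicle plus submaximal agonist and 100% = vehicle plus saturating agonist; some results beyond the cut were filed as inactive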
BaF3 tox = parental Ba/F3 cell viability inhibition, counter-screen for JAK2V617F inhibitor project, murine pro-B, CellTiter-Glo luminescence | CellTiter-Glo ATP luminescence | inhibition, % at 5.6 µM | AID 1486, 2009 | 220,000 tested, 1.1% active;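 active = inhibition above a per-campaign cutoff, the mean inhibition of all tested compounds plus 3 SD, cut at about 27% in these data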;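 also: 0% = DMSO wells and 100% = JAK Inhibitor I control wells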
Ba/F3 V617F tox = reduced viability of JAK2V617F-dependent Ba/F3 cells, primary screen, JAK2V617F inhibitor project, cell-based, Ba/F3 EpoR-JAK2V617F, luminescence. ATP luminescence. inhibition, % at 5.6 µM. 220,000 tested, 1.1% active. AID 1446, 2008;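 active = inhibition above the campaign mean plus 3 SD over all tested compounds, cut at about 24% in these data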;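 also: cytokine-independent growth of Ba/F3 cells driven by EpoR plus mutant JAK2; 0% = DMSO-treated cells and 100% = JAK inhibitor I control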
CHOP inhibitor = inhibitors of CHOP promoter induction, primary screen, cell-based, unfolded protein response, luciferase reporter. AID 2732, 2010. inhibition, % at 10 µM. CHO-K1 CHOP-promoter luciferase, tunicamycin-induced, 15-18 h. 220,000 tested, 3.8% active;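 active = compounds that reduced the stress-induced luciferase reporter signal by more than about 70% of percent inhibition, limit read from the data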;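 also: 0% = tunicamycin plus vehicle and 100% = wells without tunicamycin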
An asterisk follows results filed as active; · = not tested or not shown.

SMILES | NCF1 inh | S1P4 agonist | S1P4 antag | NPY Y1 blocker | NPY-Y1 PAM-ag | NPY2 pot ag | BaF3 tox | Ba/F3 V617F tox | CHOP inhibitor
CN1CC(c2ccccn2)C2(SC(=S)N(Cc3ccccc3)C2=O)C12C(=O)Nc1ccccc12 (stereo not given) | -16.6 | -1.9 | 14.6 | 1.8 | 0.5 | -0.9 | 1.8 | -1.0 | 53.2
Cc1ccc(-n2c(C(C)C)nc3oc4ccccc4c(=O)c3c2=O)cc1 | -4.2 | 0.3 | 2.0 | · | 2.3 | -17.6 | 4.7 | 0.7 | -20.5
CCOc1ccccc1Nc1nc(N)nc(CN(C)C2CCCCC2)n1 | -3.9 | 0.8 | 11.6 | 7.2 | -34.2 | -3.5 | 2.1 | 2.4 | 18.1
CCCn1c(SCC(=O)Nc2nc(-c3ccc(OC)cc3)cs2)nc2c1c(=O)n(C)c(=O)n2C | 13.3 | -0.1 | -9.6 | 1.8 | 11.6 | -20.4 | 7.7 | 1.3 | -3.6
CC1(C)CN(O)CCN1O | -4.7 | 3.8 | 2.5 | 1.8 | -14.7 | -6.7 | 6.9 | 2.1 | -9.7
CSc1ccc(S(=O)(=O)Nc2c(C)cccc2C)cc1 | 3.7 | -3.1 | -3.6 | 0.6 | 12.6 | 5.1 | 4.9 | 0.6 | 22.2
S=C(NC1CCCCC1)N1CCCCC1 | 7.9 | 1.3 | -7.9 | · | -2.5 | -7.7 | 6.2 | -2.8 | -12.2
CCc1ccc(OCC(=O)NNC(=O)c2cc3ccccc3o2)cc1 | -6.3 | 0.8 | 0.2 | 1.0 | -17.0 | -8.6 | 2.2 | -1.6 | 8.3
Cc1ccccc1-n1nnnc1SCCCC(=O)c1ccc(F)cc1 | -6.8 | 4.5 | -13.9 | 7.6 | -2.4 | -0.6 | 3.4 | -3.1 | 50.8
CCOC(=O)C1=C(CC)OC(N)=C(C#N)C1c1ccc(F)cc1F (stereo not given) | -9.0 | 0.9 | 0.2 | 6.2 | -5.9 | -9.1 | 0.9 | -3.9 | -6.1
COc1ccc(-c2cc(-c3ccco3)[nH]c(=O)c2C#N)cc1OC | -15.1 | -0.9 | 1.8 | · | 6.3 | 0.6 | -4.1 | 0.8 | 27.4
Cc1ccc(N=Cc2c(C)[nH]n(-c3nc4ccccc4[nH]3)c2=O)cc1 | -112.2 | 2.1 | 0.0 | 4.8 | -29.9 | -4.8 | 38.6* | 26.4* | 18.8
CCn1c(SCC(=O)Nc2cc(C)on2)nnc1-c1ccncc1 | 8.0 | 1.0 | 1.7 | -1.3 | -21.2 | 1.1 | 6.3 | 1.7 | 20.0
CC1=C(C(=O)OC(C)C)C(c2cccnc2)n2ncnc2N1 (stereo not given) | -1.9 | -0.9 | -14.9 | 6.5 | -0.6 | 3.6 | 7.8 | -1.1 | -32.0
O=C(Nn1cnnc1)c1ccc([N+](=O)[O-])cc1 | 0.6 | 0.2 | -18.9 | 5.6 | 8.3 | -2.2 | 6.5 | -2.0 | 3.2
Cc1ccc(NC(=O)CN2CCN(c3ccccn3)CC2)c(Cl)c1 | -7.6 | 1.6 | -10.4 | 7.0 | -9.2 | -11.7 | 6.6 | 2.2 | 27.0
COC(=O)/C(C#N)=C/c1c[nH]c2ccccc12 | -12.1 | 0.9 | -6.6 | 1.4 | -5.3 | 3.5 | 5.5 | 5.3 | -29.1
O=C(O)c1cc(N/N=C/c2ccc(OCc3ccccc3)cc2)ccc1Cl | -13.2 | 1.4 | -9.5 | -2.9 | -13.9 | 6.7 | 7.1 | 4.3 | 34.2
O=C(N/N=C/c1cccc([N+](=O)[O-])c1)C1CC(=O)N(c2ccc(Cl)cc2)C1 (stereo not given) | -2.8 | 0.9 | -7.0 | 19.1 | -4.8 | 3.7 | 4.8 | 2.5 | 42.4
Cc1ccc(Cn2nc(C)c(NC(=O)c3cc(-c4ccc5c(c4)OCO5)on3)c2C)cc1 | 6.5 | 19.2* | 4.1 | -5.8 | 3.5 | 7.5 | -1.2 | -2.0 | 105.9*
CC(=O)C1=C(C)Nc2cc(C(F)(F)F)ccc2S1 | -14.6 | -2.4 | -3.4 | -2.0 | 8.4 | 8.4 | -1.1 | -5.8 | 55.8
O=C(O)C1C2C=CC3(CN(C4CCCC4)C(=O)C13)O2 (stereo not given) | -7.6 | 1.7 | 5.6 | -3.5 | -10.5 | 9.9 | 2.3 | -1.3 | 0.6
Fc1ccc(-c2nnc3ccccn23)cc1 | -8.1 | 29.3* | 1.2 | -0.7 | -11.6 | -11.8 | 80.7* | 1.2 | -9.1
Cc1ccc(S(=O)(=O)NCC(c2ccco2)N2CCOCC2)cc1 (stereo not given) | 5.6 | 1.0 | -11.0 | 2.5 | -17.2 | 0.1 | 6.0 | 4.4 | 6.4
CCCCOc1ccc(NC(=O)C2OC3OC(C)(C)OC3C3OC(C)(C)OC23)cc1 (stereo not given) | -7.8 | 0.9 | -15.0 | 2.4 | 6.7 | 4.0 | 4.2 | -3.0 | -27.2
CC(C)Oc1ccc(N2CC(C(=O)NC3=NCCS3)CC2=O)cc1 (stereo not given) | -11.0 | -2.1 | 11.2 | -1.3 | 4.0 | 6.5 | -1.4 | 2.9 | 7.6
CC(Cc1cccs1)NC(=O)Nc1ccccc1 (stereo not given) | -2.2 | 2.4 | 3.8 | 4.4 | 14.6 | 18.4 | -0.4 | -6.4 | 21.3
NC(=O)C(=O)N/N=C1\CCc2ccccc21 | -3.0 | 0.5 | 3.5 | -0.8 | 14.0 | 16.6 | 2.4 | -0.7 | -6.1
COC(=O)c1ccccc1NC(=O)CSc1nnc(CNS(=O)(=O)c2ccc(C)cc2)n1C | -12.5 | -0.5 | -19.3 | -4.5 | -1.7 | 12.8 | -1.9 | -6.4 | 5.7
O=C(/C(=N\Nc1ccc([N+](=O)[O-])cc1)Sc1nnnn1-c1ccccc1)c1ccccc1 | -8.1 | -0.6 | -6.3 | -9.2 | -19.5 | -0.5 | 12.4 | 6.8 | 19.4
O=C1CC(C(=O)Nc2cccc(F)c2)n2c(nc3ccccc32)N1 (stereo not given) | -13.8 | -1.8 | -4.9 | · | -7.6 | -14.5 | -3.2 | -0.6 | -3.7
CC(C)N(Cc1nc(COc2ccccc2)no1)Cc1nccn1C | -6.6 | -1.1 | -24.6 | 1.5 | -2.5 | 6.0 | -2.5 | -3.6 | 24.8
O=C(CCCn1c(=O)c2ccccc2n(CC(=O)NCc2ccco2)c1=O)NCc1ccco1 | -10.8 | -0.6 | -0.5 | -0.7 | -21.5 | 7.3 | -2.0 | 0.4 | 72.8*
COc1ccc(NC(C)=O)cc1NC(C)C(=O)Nc1cc(C(F)(F)F)ccc1N1CCOCC1 (stereo not given) | -25.0 | 2.8 | -5.0 | 7.3 | 8.9 | 7.3 | 4.9 | 0.6 | 14.5
CN(C)S(=O)(=O)c1ccc(NC(=O)Cn2ccsc2=N)cc1 | -4.9 | 0.3 | -2.5 | 1.9 | -33.7 | -3.7 | 13.3 | 4.4 | 0.7
CCN(CC(=O)Nc1ccc2c(c1)OCCO2)CC(=O)Nc1ccc2c(c1)OCO2 | 5.7 | 0.6 | 1.1 | -0.5 | -6.6 | -14.3 | 6.2 | 1.7 | 1.5
O=C(C1=C[C@@H](C2CCCCC2)C[C@@H](OCc2ccc(CO)cc2)O1)N1CCN(Cc2ccccc2)CC1 | · | -0.1 | 4.2 | 4.2 | -15.9 | -6.8 | -4.0 | 1.1 | 1.6
Cc1cc(N2CCCC(C(=O)Nc3cccc4ccccc34)C2)n2ncnc2n1 (stereo not given) | 2.4 | 0.0 | 8.1 | -2.6 | 15.5 | -20.8 | 12.1 | 3.8 | -0.9
COc1cc(/C=N/NC(=O)c2sc3nc(C)cc(C)c3c2N)ccc1O | -6.2 | 0.4 | 1.2 | · | 13.5 | -5.8 | 1.1 | -0.8 | 59.5
CC(=O)c1ccc(N2CCN(C(=O)c3ccc4c(Cl)c5c(nc4c3)CCCC5)CC2)cc1 | 4.8 | 0.9 | 8.8 | 0.2 | 10.4 | 5.0 | -0.4 | -5.1 | 46.8

Look-ups from the results shown.
In Ba/F3 V617F tox, COc1cc(/C=N/NC(=O)c2sc3nc(C)cc(C)c3c2N)ccc1O reads -0.8
In S1P4 antag, S=C(NC1CCCCC1)N1CCCCC1 reads -7.9

The list continues.
SMILES | NCF1 inh | S1P4 agonist | S1P4 antag | NPY Y1 blocker | NPY-Y1 PAM-ag | NPY2 pot ag | BaF3 tox | Ba/F3 V617F tox | CHOP inhibitor
O=C(OCc1cc2ccccc2[nH]c1=O)c1cccnc1 | -15.2 | 2.2 | 1.9 | -8.4 | -0.6 | 5.6 | 0.2 | -2.0 | 27.3
CC(Oc1ccc(Br)cc1)C(=O)Nc1ccncc1 (stereo not given) | 11.6 | -0.7 | -7.4 | 2.3 | 5.3 | 19.2 | 0.8 | -2.0 | 14.7
COC(=O)[C@@]1(Cc2ccc(OC)cc2)[C@H]2c3cc(C(=O)N(C)C)n(CCSCCO)c3C[C@H]2CN1C(=O)c1ccccc1 | -10.8 | 1.5 | -29.7 | -3.0 | -4.8 | -3.8 | 7.2 | 4.7 | 22.0
COc1cc(CCC(=O)NNC(=O)c2ccc(C)cc2)cc(OC)c1OC | -3.2 | 1.8 | -10.5 | -3.7 | 2.5 | 5.3 | 3.4 | 2.7 | -2.1
c1ccc(-c2cc3c(N4CCCC4)ncnc3s2)cc1 | -9.2 | 1.2 | -0.3 | 1.4 | -13.0 | 5.2 | 3.9 | 0.4 | 30.4
CS(=O)c1ccccc1-c1nc(-c2cccc(Cl)c2)no1 (stereo not given) | -10.3 | 1.4 | -15.6 | 7.4 | -12.7 | -4.6 | 3.4 | 4.9 | 35.0
O=C(CCCOc1ccccc1)Nc1ccncc1 | -14.5 | -0.6 | -0.6 | -2.9 | -0.1 | -8.2 | -1.0 | -3.1 | 16.5
Cn1c(=O)oc2cc(S(=O)(=O)NC3CCCc4ccccc43)ccc21 (stereo not given) | 9.8 | 0.3 | -10.8 | -0.1 | -23.9 | 11.7 | 6.3 | -1.8 | 53.3
Cc1c(NS(=O)(=O)c2ccc(N3CCN(C)CC3)c([N+](=O)[O-])c2)c(=O)n(-c2ccccc2)n1C | -4.7 | -0.7 | 0.0 | 1.4 | 12.8 | 10.6 | 0.9 | -0.3 | 6.3
CCCC(=O)OCC(=O)Nc1ccc(N=Nc2ccccc2)cc1 | -1.7 | 1.7 | -11.8 | -5.8 | 22.0 | 11.8 | 4.5 | -0.8 | 35.4
COc1ccc(NC(=O)Cn2nnc(-c3ccccc3NC(=O)C3CC3)n2)cc1 | -7.3 | 0.0 | -10.7 | -1.1 | -1.5 | 10.4 | 2.1 | 2.4 | 25.2
